Source: PubChem BioAssay (Johns Hopkins Ion Channel Center)
KCNQ1 act: potentiators or activators of human KCNQ1 potassium channel. P51787. 0.35% of 310,000 active. CHO-K1 KCNQ1, thallium flux FluxOR fluorescence; stronger effect = higher value. B-score at 10 µM;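 active = fluorescence ratio B-score, a plate-corrected score, at least three library SD, with initial intensity B-score within 5 SD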
Target sequence (P51787 whole entry, looked up): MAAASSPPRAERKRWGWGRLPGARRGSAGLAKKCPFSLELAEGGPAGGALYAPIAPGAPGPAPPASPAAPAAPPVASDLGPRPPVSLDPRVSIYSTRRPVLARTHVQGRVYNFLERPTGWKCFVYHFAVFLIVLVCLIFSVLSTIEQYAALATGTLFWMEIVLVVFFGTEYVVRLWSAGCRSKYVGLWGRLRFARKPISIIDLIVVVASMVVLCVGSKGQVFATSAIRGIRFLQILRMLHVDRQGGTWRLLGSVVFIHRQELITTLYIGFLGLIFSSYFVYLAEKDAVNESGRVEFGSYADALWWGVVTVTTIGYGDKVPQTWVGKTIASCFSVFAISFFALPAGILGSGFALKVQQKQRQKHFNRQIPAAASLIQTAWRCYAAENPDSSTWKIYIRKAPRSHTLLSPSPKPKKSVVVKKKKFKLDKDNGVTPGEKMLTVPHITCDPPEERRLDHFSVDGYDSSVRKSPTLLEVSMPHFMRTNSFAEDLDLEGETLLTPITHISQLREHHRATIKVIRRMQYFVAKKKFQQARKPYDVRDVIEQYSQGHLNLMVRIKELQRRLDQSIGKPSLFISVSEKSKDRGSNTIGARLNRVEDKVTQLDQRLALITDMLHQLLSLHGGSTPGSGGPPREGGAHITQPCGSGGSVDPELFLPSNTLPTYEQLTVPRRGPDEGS
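Doses: Single concentration per compound, DMSO matched to controls | Test system: KCNQ1-transfected CHO-K1 cells | Timing: 90 min dye loading and 20 min compound exposure, both at room temperature | Measured by: Kinetic FluxOR thallium fluorescence, 10-s 1-Hz baseline, 110-s post-stimulus read | Medium: Assay buffer with matched DMSO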
KCNQ1 inh: human KCNQ1 channel inhibition; P51787; CHO-K1 KCNQ1, FluxOR thallium flux fluorescence; stronger effect = higher value; B-score at 10 µM; 1.3% of 310,000 active; AID 2642;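 active = compounds whose thallium flux B-score, printed positive for inhibition, exceeds three library SD while starting fluorescence stays within three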;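 note: channel opened by potassium depolarization with thallium stimulus after 20 min compound exposure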
RGS4 pot: potentiators or activators of RGS4; HEK293 M3R/inducible RGS4, carbachol calcium flux Fluo4; stronger effect = lower value; B-score at 10 µM; 0.92% of 310,000 active; AID 463111;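 active = B-score of the integrated calcium signal more than 4 SD below the library mean, with starting fluorescence not abnormally high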;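 note: negative B-score means reduced calcium response which marks RGS4 activation or potentiation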
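test system = M3R-expressing HEK293 line, RGS4 induced by doxycycline | probe or stimulus = carbachol at ECmax as muscarinic agonist stimulus | timing = dye loading 30 min 37 °C, buffer rest 30 min RT | signal = calcium dye Fluo4 fluorescence | evaluation = B score from integrated fluorescence ratio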
TMEM16A inh: inhibitors of mouse TMEM16A calcium-activated chloride channel; 1.2% of 310,000 active; HEK293 TMEM16A/YFP iodide influx fluorescence, ionomycin; AID 588511; normalized B-score (activity score, 25-100; higher = stronger inhibition) at 10 µM;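 active = ratio plate-corrected score three or more library SD toward inhibition, starting fluorescence score within five deviations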;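 note: score derived from kinetic fluorescence span divided by baseline fluorescence per well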
KCNK9 block: human KCNK9 channel inhibition | Q9NPC2 | HEK293 KCNK9, FluxOR thallium flux fluorescence; stronger effect = lower value | B-score at 10 µM | 1.2% of 310,000 active;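 active = ratio B-score over 3 SD below the library mean, with starting fluorescence within 5 SD of its mean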;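 note: negative B-score means less thallium flux so channel inhibition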
KCNK3 block: human KCNK3 channel inhibition, primary screen; O14649; CHO-KCNK3 thallium flux, FluxOR fluorescence; stronger effect = lower value; B-score at 10 µM; 0.84% of 340,000 active; AID 602410;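 active = B-score under library mean minus 4 SD, starting fluorescence ratio at most library mean plus 5 SD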;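 note: more negative B-score means stronger inhibition of thallium flux through KCNK3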
RGS4 block: inhibitors of human RGS4; P49798; HEK293 M3R/RGS4 inducible, Fluo-4 calcium flux; stronger effect = higher value; triggered by carbachol at its EC20; B-score at 10 µM; 0.45% of 310,000 active; AID 463165;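 active = B-score, a plate-corrected calcium signal, over three deviations above library mean, with baseline fluorescence within five deviations of library mean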;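 note: RGS4 expression induced by doxycycline in cells with stable M3 receptor; B-score is computed from the integrated fluorescence ratio over baseline after carbachol; higher B-score means a larger calcium signal and so more RGS4 inhibition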
MrgX1 PAM: allosterically activates human MrgX1 receptor signaling | Q96LB2 | MrgX1-HEK293, Fluo-4 calcium flux, FDSS; stronger effect = higher value | B-score at 10 µM | 0.63% of 310,000 active;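 active = plate-corrected calcium response at least 3 library SD above typical, normal starting fluorescence, not activating the receptor alone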;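 note: compound read alongside a low EC10 to EC30 dose of BAM8-22 agonist; peak minus trough fluorescence over baseline measured at the second addition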
Target sequence (Q96LB2 whole entry, looked up): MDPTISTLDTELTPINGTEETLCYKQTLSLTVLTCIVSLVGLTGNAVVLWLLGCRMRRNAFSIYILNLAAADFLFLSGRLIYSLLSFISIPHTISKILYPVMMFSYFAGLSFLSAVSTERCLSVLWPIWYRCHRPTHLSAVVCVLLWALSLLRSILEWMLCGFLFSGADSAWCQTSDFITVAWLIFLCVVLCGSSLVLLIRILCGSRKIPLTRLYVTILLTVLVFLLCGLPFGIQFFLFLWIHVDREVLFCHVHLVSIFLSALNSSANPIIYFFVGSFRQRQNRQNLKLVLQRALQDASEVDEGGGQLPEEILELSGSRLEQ
TMEM16A act: mouse TMEM16A channel activation, primary screen. HEK293 TMEM16A/YFP-H148Q/I152L, iodide quench fluorescence; stronger effect = lower value. Q8BHY3. B-score at 10 µM. 0.3% of 340,000 active;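 active = fluorescence-ratio B-score plate-corrected deviation score at least 3 library SD below zero, with starting fluorescence score within 5 deviations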;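 note: channel opened by trigger with iodide after compound preincubation; score built on the fluorescence ratio of max minus min over baseline; more negative score means more quench and so TMEM16A activation or potentiation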
MrgX1 agonist: human MrgX1 receptor agonism, primary screen; MrgX1-HEK293 cells, Fluo-4 calcium fluorescence, agonist mode; stronger effect = higher value; B-score at 10 µM; 0.44% of 310,000 active; AID 588627;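 active = calcium response B-score plate-corrected fluorescence ratio at least 3 library SD, with starting fluorescence B-score inside 5 SD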
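Material: MrgX1-expressing HEK293 cells / Dosing: compound as first of three additions / Incubation: overnight seeding, then 1 h dark dye loading / Signal: Fluo-4 NW calcium fluorescence / Evaluation: B-scored fluorescence response ratio / Benchmarks: positive and negative control wells on each plate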
hERG rescue: compounds protecting human hERG from proarrhythmic drug block; Q12809; CHO-hERG, FluxOR thallium flux, dofetilide IC70 present; activation (rescue from dofetilide block), less the hit threshold, % at 10 µM; 0.51% of 310,000 active;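 active = activation above the mean of controls blocked by dofetilide plus 5 SD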;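 note: thallium influx through hERG after potassium depolarization seen as dye fluorescence rise; in these data hits start at about 4.7%; inactives centre near -7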
The depositor's hits bear a star; i = inactive; nt = not tested or not shown.

Values run as follows: KCNQ1 act, KCNQ1 inh, RGS4 pot, TMEM16A inh, KCNK9 block, KCNK3 block, RGS4 block, MrgX1 PAM, TMEM16A act, MrgX1 agonist, hERG rescue
1: CCN(CC)S(=O)(=O)c1ccc(Nc2nc3ccccc3n3nnnc23)cc1
  i, i, i, i, i, i, i, 13.8*, i, i, -14.7
2: COc1ccc(C2C(C(=O)OCC(=O)N3CCCCC3)CCC(=O)N2c2ccc(OC)cc2)cc1 (configuration not stated)
  i, i, i, i, i, i, i, i, i, i, -0.5
3: Cc1ccc(NC(=O)n2ncc3c(C)cccc32)cc1F
  i, i, i, i, i, i, i, i, i, i, -4.1
4: COc1cccc(CN2CCN(C(=O)c3cc(-c4ccccn4)nc4ccc(Cl)cc34)CC2)c1
  i, i, i, i, i, i, i, i, i, i, -30.3
5: CCOc1ccc(NC(=O)CSc2nnc(Cc3csc(C)n3)o2)cc1
  i, i, i, i, i, i, i, i, i, i, -5.0
6: Cc1c(N=C2NC(=O)/C(=C/c3ccc(O)cc3)S2)c(=O)n(-c2ccccc2)n1C
  i, i, i, i, i, i, i, i, i, i, -5.5
7: Cc1cccc(C(=O)OCC(=O)NNC(=O)c2cccs2)c1O
  i, i, i, i, i, i, i, i, i, i, -10.4
8: CCOc1ccc(NC(=O)C2CCN(C(=O)N3CCOc4ccccc43)CC2)cc1
  i, i, i, i, i, i, i, i, i, i, -13.7
9: Clc1ccc(SCc2cn3cccnc3n2)cc1
  i, i, i, i, i, i, i, i, i, i, 0.6
10: CCCn1c(=O)c2ccccc2n2c(SC(C)C(N)=O)nnc12 (configuration not stated)
  i, i, i, i, i, i, i, i, i, i, -14.7
11: O=C(O)C1Cc2ccccc2CN1S(=O)(=O)c1ccc2ccccc2c1 (configuration not stated)
  i, i, i, i, i, i, i, i, i, i, -4.9
12: O=S(=O)(NCC1CCCO1)c1ccc(S(=O)(=O)N2CCc3ccccc3C2)cc1 (configuration not stated)
  i, i, i, i, i, i, i, i, i, i, -3.7
13: O=C(NCCCNC(=O)c1ccc(-c2cccc(Cl)c2)o1)c1cnccn1
  i, i, i, i, i, i, i, 12.7*, i, i, -4.9
14: c1ccc(Nc2nc(-c3ccccc3)ns2)cc1
  i, i, i, i, i, i, i, i, -8.95*, i, -8.5
15: CN(C(=O)COC(=O)c1cnc(Cl)c(Cl)c1)C1CCS(=O)(=O)C1 (configuration not stated)
  i, i, i, i, i, i, i, i, i, i, -23.2
16: O=S(=O)(Nc1ccc(S(=O)(=O)N2CCOCC2)cc1)c1ccccc1
  i, i, i, i, i, i, i, i, i, i, 1.3
17: O=C(Nc1ccccc1)c1cc2ccc3ccccc3c2s1
  i, i, i, i, i, i, i, i, i, i, -8.0
18: CC(=O)Nc1ccc2nc(-c3ccncc3)[nH]c2c1
  i, i, i, i, i, i, i, i, i, i, -10.0
19: CCN(CC)c1ccc(NC(=O)CN2CCN(S(=O)(=O)c3cc(Cl)ccc3OC)CC2)cc1
  i, i, i, i, i, i, i, i, i, i, -8.4
20: COc1ccc(OCC(=O)NC(=S)Nc2ccc(S(=O)(=O)Nc3cc(C)on3)cc2)cc1
  i, i, i, i, i, i, i, i, i, i, -2.8
21: Cc1ccc([N+](=O)[O-])c2c1C(N1CCCCC1)C(C)(C)O2 (configuration not stated)
  i, i, i, i, i, i, i, i, i, i, 2.5
22: COc1ccc(N2CCN(S(=O)(=O)Cc3ccccc3)CC2)cc1
  i, i, i, i, i, i, i, i, i, i, -15.5
23: CC(C)CNc1ncnc2c1sc1nc(N3CCOCC3)c3c(c12)CC(C)(C)OC3
  i, i, i, i, i, i, i, i, i, i, -3.7
24: O=C(C1CCCN(S(=O)(=O)c2cccc3nsnc23)C1)N1CCCCCC1 (configuration not stated)
  i, i, i, i, i, i, i, i, i, i, -10.8
25: CCOC(=O)c1sc(-c2ccccc2)cc1NC(=O)Nc1ccccc1
  i, i, i, i, i, i, i, i, i, i, -11.2
26: Cc1cc(C)cc(OC(C)C(=O)Nc2ccccc2C(=O)NCc2cccnc2)c1 (configuration not stated)
  i, i, i, i, i, -9.73*, i, i, i, i, -8.0
27: Cc1ccc(NC(=O)c2ccccc2F)c(NC(=O)c2ccccc2F)c1
  i, i, i, i, i, i, i, i, i, i, -11.1
28: O=C(CC1C(=O)NCCN1Cc1cccc(Oc2ccccc2)c1)NCCc1cscn1 (configuration not stated)
  i, i, i, i, i, i, i, i, i, i, -6.9
29: CCC(C(=O)OCCOCCN(CC)CC)c1ccccc1 (configuration not stated)
  i, i, i, i, i, i, i, i, i, i, -1.9
30: Cc1ccc(S(=O)(=O)Nc2nsc(N)n2)cc1
  i, i, i, i, i, i, i, i, i, i, -1.0
31: O=C(CN(Cc1ccccc1)S(=O)(=O)c1cccc(C(F)(F)F)c1)NC1CCCCC1
  i, i, i, i, i, i, i, i, i, i, -9.8
32: CCOC(=O)C(C(=O)OCC)N(C#N)c1nc(N(C)C)nc(N(C)C)n1
  i, i, i, i, i, i, i, i, i, i, -5.9
33: CCn1c(CNc2ccc(Cl)cc2)nnc1SCc1ccccc1
  i, i, i, i, i, i, i, i, i, i, -5.6
34: Oc1ccc(Br)cc1C=Nc1ccc2c3c(cccc13)CC2
  i, i, i, i, i, i, i, i, i, i, -8.0
35: Cc1ccc(-c2nc3ccccc3c(=O)n2-c2c(C)n(C)n(-c3ccccc3)c2=O)cc1
  i, i, i, i, i, i, i, i, i, i, -12.3
36: COCC1CCN(C(=O)C2CCC(=O)N(Cc3cccc(F)c3)C2)CC1 (configuration not stated)
  i, i, i, i, i, i, i, i, i, i, -4.2
37: CC(=O)c1ccc(S(=O)(=O)NCc2nnnn2-c2ccccc2)cc1
  i, i, i, i, i, i, i, i, i, i, -4.0
38: COc1ccccc1OCc1cc(C(=O)NCCN2CCCC(O)C2)no1 (configuration not stated)
  i, i, i, i, i, i, i, i, i, i, -1.3
39: COc1ccccc1OCCC(=O)Nc1cccc(S(=O)(=O)N2CCCCC2)c1
  i, i, i, i, i, i, i, i, i, i, -8.0
40: CCOCCOCN(C#N)c1nc(OC)nc(N(C)C)n1
  i, i, i, i, i, i, i, i, i, i, 48.9*
41: COc1ccccc1-c1nc(SCC(=O)Nc2ccccc2F)n[nH]1
  i, i, i, i, i, i, i, i, i, i, -8.8
42: Cc1ccc(N(C(=O)C2CCCC2)C2C=CS(=O)(=O)C2)cc1 (configuration not stated)
  i, i, i, i, i, i, i, i, i, i, -5.8
43: CC(C)(C)c1ccc(Cn2nnc3c(=O)[nH]c(C4CCCN(C(=O)c5ccco5)C4)nc32)cc1 (configuration not stated)
  i, i, i, i, i, i, i, i, i, i, -11.8
44: COc1ccccc1NC(=O)CN1C(=O)C(C)SC(C)C1=O (configuration not stated)
  i, i, i, i, i, i, i, i, i, i, -5.3
45: CCOC(=O)c1c(S(=O)(=O)N2CCCCC2C)c(C)n(C)c1C (configuration not stated)
  i, i, i, i, i, i, i, i, i, i, -5.0
46: Cc1ccc2nc(SCC(=O)NCc3ccccc3Cl)nc(=O)n2c1
  i, i, i, i, i, i, i, i, i, i, -12.2
47: COc1ccc(-c2coc3c(CN4CCCCC4C)c(O)ccc3c2=O)cc1 (configuration not stated)
  i, i, i, i, i, i, i, i, i, i, -7.3
48: Cc1ccc(CN2C(=O)CSc3ccc(C(=O)NCCN4CCOCC4)cc32)cc1
  i, i, i, i, i, i, i, i, i, i, -9.5
49: CC(NC(=O)C1CCCCC1)C(c1cccs1)N1CCN(C)CC1 (configuration not stated)
  i, i, i, i, i, i, i, i, i, i, -9.9
50: Cc1occc1C(=O)N1CCN(c2ccccc2)CC1
  i, i, i, i, i, i, i, i, i, i, -9.8

(listing goes on)
Values run as follows: KCNQ1 act, KCNQ1 inh, RGS4 pot, TMEM16A inh, KCNK9 block, KCNK3 block, RGS4 block, MrgX1 PAM, TMEM16A act, MrgX1 agonist, hERG rescue
51: COc1cc2c(cc1NC(=O)CN(C)Cc1nc3ccccc3c(=O)[nH]1)oc1ccccc12
  i, i, i, i, i, i, i, i, i, i, -10.1
52: N#Cc1ccc(NC(=O)Cn2cnc(S(=O)(=O)N3CCCCC3)c2)cc1
  i, i, i, i, i, i, i, i, i, i, -6.8
53: Cc1ccccc1NC(=O)NCCCN1CCN(C)CC1
  i, i, i, i, i, i, i, i, nt, i, -7.9
54: C[C@H](NC(=O)c1nc[nH]c1C(=O)N1CCNCC1)C(=O)OCc1ccccc1
  i, i, i, i, i, i, i, i, i, i, -1.0
55: COc1ccc(CCNS(=O)(=O)c2cccc([N+](=O)[O-])c2)cc1
  i, i, i, i, i, i, i, i, i, i, -9.2
56: Cc1onc(-c2ccccc2Cl)c1C(=O)N1CCCC1
  i, i, i, i, i, i, i, i, i, i, -4.6
57: O=C(OCCCOC(=O)c1ccccc1O)c1ccccc1O
  i, i, i, i, i, nt, i, i, nt, i, -8.4
58: O=C(Nc1ccc(N2CCOCC2)cc1)C1CC(=O)N(c2ccc(F)cc2)C1 (configuration not stated)
  i, i, i, i, i, i, i, i, i, i, -13.4
59: CCCCOc1ccc(S(=O)(=O)NCc2csc(C)n2)cc1
  i, i, i, i, i, i, i, i, i, i, 0.1
60: O=C(Nc1ccncc1)c1cccc(F)c1
  i, i, i, i, i, i, i, i, i, i, -8.9
61: O=C(c1ccc(S(=O)(=O)N2CCCC2)cc1)N1CCN(c2ccccc2F)CC1
  i, i, i, i, i, i, i, i, i, i, -3.7
62: O=C(Nc1ccc(F)cc1)c1cccc2c1C(=O)N(CC1CCCO1)C2 (configuration not stated)
  i, i, i, i, i, i, i, i, i, i, -5.7
63: COc1ccc(CNC(=O)CN(C(=O)CCC(=O)Nc2ccccn2)c2ccc3c(c2)OCO3)cc1
  i, i, i, i, i, i, i, i, i, i, -2.4
64: CN(CC(=O)NCc1ccco1)S(=O)(=O)c1ccc(F)cc1
  i, i, i, i, i, i, i, i, i, i, -5.8
